Screening results deposited in PubChem BioAssay by several laboratories.
KLF5 inh – kruppel-like factor 5 inhibition; DLD-1 KLF5 promoter-luciferase reporter, luminescence; inhibition, % at 5 µM; 0.23% of 290,000 active;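 active = inhibition above a per-plate limit of that plate's mean compound inhibition plus 3 SD, cut at about 60% in these data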;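 also: 0% = DMSO wells and 100% = LY294002 at 200 µM; higher means less KLF5 promoter-driven luciferase light; inactives centre near -14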
aSyn UTR inh – 5' untranslated region of α-synuclein, MLPCN primary screen. AID 1813. inhibition, % (tested at 7.5 µM). 0.82% of 300,000 active. alpha-synuclein 5'UTR reporter, inhibitor activity; in the data active = inhibition above about 60%;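 also: H4 neuroglioblastoma cells stably carrying SNCA 5'UTR luciferase fusion; 0% = DMSO wells and 100% = positive control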
HSP90 refold inh – blocks HSP90-mediated luciferase refolding in reticulocyte lysate; Rabbit reticulocyte lysate, luciferase refolding luminescence, 3 h; AID 1789; 0.91% of 290,000 active; inhibition, % at 5.6 µM;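 active = inhibition above the screen-wide mean plus 3 SD, computed separately per campaign, cut at about 16% in these data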;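 also: 0% = DMSO wells and 100% = 60 µM geldanamycin wells; inhibitors lower the luminescence because luciferase stays unfolded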
HSF-1 act – increases HSF-1 driven luciferase reporter signal. NIH3T3-HGL HSF-1 luciferase reporter, MG132, 8 h; 100% = twice DMSO control signal. activation, % at 9 µM. 1.7% of 300,000 active;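 active = mean replicate activation of at least 50% with a set share of replicates each reaching 50%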;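 also: 0% = median of the neutral control wells and 100% = twice that signal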
Platelet DG rel – modulates dense granule release in human platelets. 0.22% of 300,000 active. inhibition, %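 (compounds screened at 7.5 µM in platelet-rich plasma)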. human platelet-rich plasma, SFLLRN dense granule ATP release, luminescence. AID 1663;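 active = mean replicate score, as percent of positive control, at or above 50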
AI-2 QS mod – modulates the Vibrio harveyi AI-2 quorum sensing system | Vibrio harveyi JMH597 AI-2 luminescence/OD600 ratio, 9 h; stronger effect = lower value; strain lacks LuxN and CqsS sensors; 0 = neutral-control median | activity change, % at 7.5 µM | 0.4% of 300,000 active | AID 2094; in the data active = activity change below about -75%, passing the limit was not always enough;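 also: luminescence divided by OD600 gain over 9 h not by final OD600 alone; inactives centre near 13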
HSF1 inh – HSF1 inhibition; AID 2098; NIH3T3-HGL HSE-luciferase, MG132-induced, luminescence 8 h; stronger effect = lower value; activity change, negative = inhibition, % at 7.5 µM (by protocol); 0.77% of 300,000 active;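 active = more than half of replicate wells show activity change below -50%, luminescence cut by over half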;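 also: luciferase reports HSF-1 transcriptional activity via heat shock element; 0% = median of DMSO wells and -100% = zero luminescence signal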
HDAC3 inh – inhibitors of human histone deacetylase 3; O15379; recombinant HDAC3, fluorogenic peptide/trypsin coupled, fluorescence; inhibition, % at 8.3 µM; 0.15% of 320,000 active; in the data active = inhibition above about 26%, passing the limit was not always enough
Target sequence (O15379 whole entry, looked up): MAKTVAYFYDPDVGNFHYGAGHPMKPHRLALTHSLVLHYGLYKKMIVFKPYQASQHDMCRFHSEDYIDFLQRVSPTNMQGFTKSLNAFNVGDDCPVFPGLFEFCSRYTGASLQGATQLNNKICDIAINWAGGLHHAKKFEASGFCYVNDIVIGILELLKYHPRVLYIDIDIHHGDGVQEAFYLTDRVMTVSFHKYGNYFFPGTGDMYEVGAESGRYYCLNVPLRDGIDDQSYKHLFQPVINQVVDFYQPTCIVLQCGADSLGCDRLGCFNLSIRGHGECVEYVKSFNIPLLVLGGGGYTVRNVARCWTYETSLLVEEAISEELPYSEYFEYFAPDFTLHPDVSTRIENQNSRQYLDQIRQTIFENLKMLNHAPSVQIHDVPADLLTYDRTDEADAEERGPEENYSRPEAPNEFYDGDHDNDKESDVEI
IEC-6 cytotox – kills IEC-6 intestinal cells in KLF5 counter-screen. IEC-6 cytotoxicity, luminescence viability. inhibition, % at 5 µM. 0.78% of 290,000 active. AID 1825; in the data active = inhibition above about 22%;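 also: 0% = plate median of test compound wells and 100% = cytotoxic reference compound wells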
HIF act – HIF pathway transcriptional activation. U2OS HRE-luciferase reporter, luminescence; normalized: DMSO 0%, desferrioxamine 100%. activation, % at 7.5 µM (by protocol). 0.32% of 300,000 active;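 active = mean activation of at least 10% of the iron chelator positive control signal, with at least half of replicates also reaching 10%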
Numbers without * were called inactive; / = not tested or not shown.

compound | KLF5 inh | aSyn UTR inh | HSP90 refold inh | HSF-1 act | Platelet DG rel | AI-2 QS mod | HSF1 inh | HDAC3 inh | IEC-6 cytotox | HIF act
Cc1cccc(C)c1Nc1c(-c2ccsc2)nc2ncccn12 | -21 | -24 | 2 | 12 | 8 | 2 | -6 | 1 | 5 | -0.4
CC1SC(c2ccc(F)cc2)N(CCc2ccccc2)C1=O (stereo not drawn) | -64 | -18 | -8 | -1 | -2 | 1 | 17 | -1 | -4 | -6.7
Nn1c(COc2ccc(Cl)cc2)nc2ccccc2c1=O | -98 | -67 | -3 | 86* | -12 | 39 | 40 | / | -10 | 3.0
CN(C)CCn1c(C(=O)O)cc2ccccc21 | -5 | 20 | -2 | -1 | 6 | 4 | -2 | 1 | -4 | -0.1
CCC(C)NC(=O)CC(c1ccccc1)c1cc(C)ccc1O (stereo not drawn) | -2 | 12 | 5 | -3 | 2 | 13 | 6 | -1 | -3 | -0.4
CN(C)c1nc(N)nc(CSc2n[nH]c(-c3ccccc3)n2)n1 | 6 | -12 | 0 | 3 | 2 | 10 | 2 | 0 | -3 | 0.5
O=c1cc(-c2ccc(F)cc2)oc2ccccc12 | -48 | -97 | 0 | 44 | 8 | 20 | 20 | 12 | 9 | 1.9
COC(=O)N/N=C/c1cccnc1 | -20 | -3 | -4 | -4 | -3 | 10 | -1 | -5 | -1 | -0.5
CC(Cc1c[nH]c2ccccc12)NC(=O)C1CCCNC1=O (stereo not drawn) | -5 | 0 | -4 | -16 | -4 | 16 | -14 | 4 | 0 | 0.3
O=C(O)c1cc(CN2CCOCC2)oc1-c1ccccc1 | 17 | -7 | -2 | -1 | 1 | 29 | -3 | 7 | 0 | -1.2
O=C(Nc1ccccc1)OCC1CCCN2CCCCC12 (stereo not drawn) | -33 | -3 | -4 | 1 | 10 | 21 | -7 | 0 | -3 | -0.7
Cc1c(OCC(=O)NCC(O)c2ccccc2)ccc2c3c(c(=O)oc12)CCC3 (stereo not drawn) | -21 | -9 | -1 | -11 | -7 | 13 | 7 | -1 | 0 | 0.0
CCCn1c(O)c(CN2CCCCC2)c(C)c(C#N)c1=O | -14 | 6 | -3 | 8 | 11 | 11 | -10 | 1 | -2 | -0.8
Cc1[nH]c2ccc(C(=O)NCCCN3CCCCCC3)cc2c1C | -6 | -22 | -1 | -19 | 4 | 7 | 0 | -3 | 6 | 0.1
CC(CCN1CCC(n2nccc2NC(=O)c2ccccc2Cl)CC1)c1ccccc1 (stereo not drawn) | 12 | -4 | -1 | -2 | 4 | -3 | -13 | 1 | 1 | 0.4
COC(=O)C1=CNC=C(C(=O)OC)C1c1cccc(OC)c1 | 5 | -14 | -1 | 23 | -3 | 0 | 8 | -60 | 1 | -40
CCc1ccc(C2=CC(c3cc(Br)ccc3F)n3ncnc3N2)cc1 (stereo not drawn) | -23 | / | 2 | / | / | / | / | -1 | 1 | /
CCCc1noc2c1/C(=N\O)CC(CC(C)SCC)C2 (stereo not drawn) | -28 | -20 | -3 | -25 | 2 | 11 | -4 | 0 | 0 | 0.5
COc1ccc(N(C(=O)c2ccco2)C(C(=O)NC2CCCC2)c2cccs2)cc1OC (stereo not drawn) | -2 | 21 | 0 | 0 | -7 | -4 | -3 | 0 | 0 | -0.4
S=c1[nH]nc(Cn2nnc3ccccc32)n1-c1ccc(Cl)cc1 | -29 | 9 | -7 | -23 | 6 | 14 | -6 | 3 | -1 | -1.0
COc1ccc(NC(=O)CN2c3cccc4cccc(c34)S2(=O)=O)c(OC)c1 | -14 | 19 | 6 | -9 | -2 | 7 | -3 | -1 | -1 | 0.3
CCOc1ccc(OCCSc2nc(-c3ccccc3)cc(=O)[nH]2)cc1 | -1 | 14 | -6 | 6 | -3 | 18 | -1 | 14 | -12 | -0.4
O=C(CSc1nc2ccccc2s1)NNC(=S)Nc1ccccc1 | -21 | -6 | 0 | -11 | -2 | 43 | -11 | 1 | 6 | 0.2
Cc1ccc(NC(=O)C(=O)NN)cc1 | -19 | 2 | -1 | 2 | 1 | 9 | 2 | 2 | -2 | -0.4
CCN(CC)c1ccc(C(=O)OCC(=O)NC(C)(C)C)cc1 | -16 | -8 | 2 | -4 | 3 | 16 | 1 | 2 | -5 | -0.7
CCCCc1c(O)n2c(nc3ccccc32)[nH]c1=O | -17 | -12 | 0 | 5 | 6 | 23 | 1 | 3 | -2 | 0.1
CCOCCCN(C(=O)CCC(=O)Nc1cc(C)on1)C(C(=O)NC(C)(C)C)c1ccccc1Cl (stereo not drawn) | 20 | 0 | 1 | -1 | -26 | 15 | -6 | 1 | -2 | -0.3
CC(=O)N(Cc1ccco1)C1(C(=O)NC2CCCC2)CCCCC1 | -24 | -1 | -1 | 1 | 7 | 6 | -4 | 1 | -4 | -0.9
COc1cc(C2/C(=C(/O)c3ccccc3)C(=O)C(=O)N2c2ccccn2)ccc1O (stereo not drawn) | -3 | 2 | -2 | -12 | -1 | -2 | 0 | 10 | 1 | 0.2
O=C(CC1CCCC1)Nc1nc2ccccc2[nH]1 | -72 | -123 | -6 | 15 | -4 | 17 | 23 | 2 | 1 | 3.6
S=C(Nc1ccc2c(c1)OCO2)Nc1ccc2c(c1)OCO2 | -14 | -107 | 4 | -1 | 16 | 41 | -2 | -4 | 3 | 1.9
COc1ccc(CCN=C(C)C2=C(O)C(c3ccccc3)OC2=O)cc1OC (stereo not drawn) | -11 | 6 | -3 | 2 | 16 | 7 | -4 | -1 | 1 | -0.2
Cc1csc(NC(=O)CSc2nnc(CCNC(=O)c3cccs3)n2C)n1 | -9 | 10 | 3 | 3 | -1 | 16 | -7 | 0 | -1 | 0.0
Cc1ccc(N(Cc2cc3ccccc3[nH]c2=O)S(C)(=O)=O)cc1 | -22 | 13 | -1 | 23 | 12 | 9 | 2 | 0 | -1 | -0.2
CCOc1cccc(CNCCCSc2ncccn2)c1 | -38 | -5 | -1 | -1 | 2 | 11 | 2 | 0 | 2 | -0.4
CC(C)c1ccc2[nH]c3nc(SCC(=O)NC4CC4)nnc3c2c1 | -28 | 0 | -2 | 12 | 0 | 34 | 7 | 5 | 2 | 0.5
CCc1ccc(C(=O)COC(=O)C2CCN(c3ccc(C(F)(F)F)cn3)CC2)cc1 | / | -8 | / | -4 | 1 | 0 | 2 | 1 | / | -1.7
Cc1ccc(C)c(-n2c(CNc3ccc(F)cc3)nnc2SCC(N)=O)c1 | 3 | 19 | 1 | -3 | -9 | 18 | -8 | -1 | 0 | -0.1
CCN(CC)CCCNC(=O)CSc1nc2c(c(C(F)(F)F)n1)CCc1ccccc1-2 | 6 | -23 | 4 | 14 | 4 | 29 | 0 | 3 | -4 | -0.6
CCCc1n(CC(O)COCC2CC=CCC2)c2ccccc2[n+]1C (stereo not drawn) | 1 | 8 | -1 | -8 | -6 | 2 | 7 | 4 | -2 | 0.1
COc1ccccc1N(Cc1ccccc1)S(=O)(=O)c1cccc(C(=O)Nc2cccc(C)n2)c1 | -9 | 9 | 5 | 0 | 19 | 12 | 2 | 0 | -6 | -0.7
COc1cc(NC(=O)CC(C)S(=O)(=O)c2cc3c(cc2C)NC(=O)CO3)cc(OC)c1OC (stereo not drawn) | -11 | 17 | -4 | 20 | -60 | 12 | 12 | -3 | 1 | 0.8
O=C(CCN1CCN(c2ccccc2)CC1)N/N=C/c1ccc([N+](=O)[O-])o1 | -15 | -21 | 1 | 13 | -4 | 10 | 9 | 10 | -4 | -0.2
CS(=O)(=O)N(CC(=O)N1CCCC1)Cc1ccccc1 | -16 | 12 | -1 | 2 | -3 | 19 | 1 | 0 | -2 | -0.5
COCCN(CCOC)S(=O)(=O)c1ccc(C(=O)Nc2nc(-c3ccccc3)c(C(=O)c3ccccc3)s2)cc1 | -6 | -6 | 0 | -10 | 0 | 13 | -11 | 4 | -5 | -0.5
O=C(O)c1ccc(NCc2nc3ccccc3n2Cc2ccccc2)cc1 | -3 | -3 | 4 | -7 | 17 | 16 | -8 | 1 | 3 | -0.2
O=C(CNC(=O)c1cccc(Br)c1)N/N=C/c1cccs1 | -16 | -5 | 0 | 19 | -11 | -83* | 0 | 2 | -6 | 0.6
CCC1CCC(C(=O)NNC(=O)OC)CC1 (stereo not drawn) | 4 | 16 | -3 | 2 | -1 | 13 | -6 | 11 | -2 | -0.5
CCCc1cc(=O)[nH]c(SCC(=O)N2CCOCC2)n1 | -27 | -8 | -2 | -17 | 7 | 0 | -4 | 1 | 7 | 0.0
Cc1nc2ccccc2c(=O)n1-c1ccc(NS(=O)(=O)c2ccccc2)cc1 | / | -18 | / | 4 | -2 | 2 | -1 | 0 | / | -50
COc1ccc2c(c1)CCC(C)N2C(=O)C(=O)c1c[nH]c2ccccc12 (stereo not drawn) | -17 | 6 | -1 | 2 | -2 | -2 | -6 | 6 | -2 | 1.1
Cc1ccnc2nc(C(=O)Nc3ccc(N4CCOCC4)cc3)nn12 | -19 | -73 | 3 | -5 | 38 | 25 | -1 | -4 | 6 | 0.8
O=C(O)CNC(=S)N(Cc1ccccc1)Cc1cccnc1 | -39 | -12 | -2 | 5 | -2 | 32 | -2 | -2 | 6 | 0.3
CC1(C)CC2CC(C)(CN2C(=O)COc2cccc3ccccc23)C1 (stereo not drawn) | 20 | -7 | -2 | 8 | 0 | 10 | 4 | 8 | 0 | -1.0
Cc1nnc(SCc2ccc(Cl)cc2)n1CC1CCCO1 (stereo not drawn) | -3 | 4 | -3 | 11 | -1 | 4 | -8 | -8 | -2 | -0.7
COc1nc(N(C)C)nc(N(C#N)CCOC(C)=O)n1 | 23 | -21 | -4 | 30 | -6 | 0 | 0 | -1 | -5 | -0.1

Remaining list, next part:
compound | KLF5 inh | aSyn UTR inh | HSP90 refold inh | HSF-1 act | Platelet DG rel | AI-2 QS mod | HSF1 inh | HDAC3 inh | IEC-6 cytotox | HIF act
C=CCN(C)NC(=O)Nc1ccccc1 | -30 | 13 | -2 | 6 | -4 | 19 | 6 | 5 | 6 | 0.1
Clc1nc2c(ccc3ccccc32)[nH]1 | -55 | -54 | 0 | 22 | -10 | 7 | 10 | 1 | -5 | 3.1
CN1CCC(=C(c2ccccc2)c2ccc(Br)cc2)CC1 | / | 3 | / | 25 | 7 | 15 | 3 | 4 | / | 0.1
COc1ccc(S(=O)(=O)N(C)CC(=O)Nc2ccc3c(c2)OCCO3)cc1 | / | -7 | / | -2 | 15 | 24 | -2 | / | / | 0.2
CC(=O)c1c(OC(=O)c2ccccc2Br)ccc2c(C)cc(=O)oc12 | -14 | 11 | 0 | -5 | -9 | 10 | 3 | 6 | 2 | -0.7
COc1ccccc1OCC(=O)NCC(C)NC(=O)COc1ccccc1OC (stereo not drawn) | / | 7 | / | 0 | 1 | 16 | -4 | 8 | / | -0.3
Cc1ccc(C(c2sc3nc(C)nn3c2O)N2CCN(c3ccccc3)CC2)cc1 (stereo not drawn) | -25 | -11 | -4 | -3 | 0 | -6 | 1 | -2 | -6 | -0.2
COc1ccc(N2C(=O)CC(NCc3cccc(F)c3)C2=O)cc1 (stereo not drawn) | / | 5 | / | 0 | 2 | 7 | -2 | 1 | / | -0.3
